Source: PubChem BioAssay (National Center for Advancing Translational Sciences (NCATS))
D2 antagonist = HTS Assay for Allosteric Antagonists of the Human D2 Dopamine Receptor: Primary Screen for Antagonists. HEK293 TREx D2 cells, calcium flux, dopamine EC80. inhibition, % at 10 µM. actives 2% (n = 340,000); in the data active = inhibition above about 30%; also: 0% is about no effect
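Read-out: kinetic calcium fluorescence (1 cycle/s) in inducible HEK293 T-REx D2 cells after an EC80 dopamine addition that followed 180 s compound preincubation. Loss of the dopamine response indicates antagonism.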
D1 PAM = Potentiators of Human D1 Dopamine Receptor: qHTS; D(1A) dopamine receptor (Homo sapiens), P21728; HEK293 TREx D1 cells, calcium flux, dopamine EC20 potentiation; actives 0.036% (n = 360,000); AID 504651, 2011; potentiation, % at 10 µM; in the data active = potentiation above about 30%; also: 0% is about no effect
TRHR PAM = qHTS for Small Molecule Agonists and Allosteric Enhancers of Human TRH Receptor: Primary Screen for Enhancers | actives 0.66% (n = 360,000) | AID 493056, 2011 | enhancement, % at 2 µM | TRHR cells, fluo-8 calcium fluorescence, EC20 TRH enhancement; in the data active = enhancement above about 30%; also: 0% is about no effect
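TRHR-expressing cells loaded with fluo-8 calcium dye were read kinetically (ex 480/em 530) during compound addition, then stimulated with an EC20 of TRH (10 nM final). Enhancement of the Gq-mediated intracellular calcium response was scored.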
RXFP1 antagonist = qHTS Assay for Antagonists of the Relaxin Receptor RXFP1; Relaxin receptor 1 (Homo sapiens), Q9HBX9; HEK293-RXFP1, relaxin-stimulated cAMP HTRF, 30 min; stronger effect = lower value; activity change, negative = inhibition, % at 57.5 µM; actives 0.59% (n = 350,000); AID 1259400, 2018;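 active = activity change of -60% or lower, but not beyond a set lower limit; inconclusive = change between -60% and -40%, or beyond the set limit; inactive = change above -40%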; also: % is scaled to controls: 0 for no effect and ±100 for the full control effect
Target sequence (Q9HBX9 whole entry, looked up): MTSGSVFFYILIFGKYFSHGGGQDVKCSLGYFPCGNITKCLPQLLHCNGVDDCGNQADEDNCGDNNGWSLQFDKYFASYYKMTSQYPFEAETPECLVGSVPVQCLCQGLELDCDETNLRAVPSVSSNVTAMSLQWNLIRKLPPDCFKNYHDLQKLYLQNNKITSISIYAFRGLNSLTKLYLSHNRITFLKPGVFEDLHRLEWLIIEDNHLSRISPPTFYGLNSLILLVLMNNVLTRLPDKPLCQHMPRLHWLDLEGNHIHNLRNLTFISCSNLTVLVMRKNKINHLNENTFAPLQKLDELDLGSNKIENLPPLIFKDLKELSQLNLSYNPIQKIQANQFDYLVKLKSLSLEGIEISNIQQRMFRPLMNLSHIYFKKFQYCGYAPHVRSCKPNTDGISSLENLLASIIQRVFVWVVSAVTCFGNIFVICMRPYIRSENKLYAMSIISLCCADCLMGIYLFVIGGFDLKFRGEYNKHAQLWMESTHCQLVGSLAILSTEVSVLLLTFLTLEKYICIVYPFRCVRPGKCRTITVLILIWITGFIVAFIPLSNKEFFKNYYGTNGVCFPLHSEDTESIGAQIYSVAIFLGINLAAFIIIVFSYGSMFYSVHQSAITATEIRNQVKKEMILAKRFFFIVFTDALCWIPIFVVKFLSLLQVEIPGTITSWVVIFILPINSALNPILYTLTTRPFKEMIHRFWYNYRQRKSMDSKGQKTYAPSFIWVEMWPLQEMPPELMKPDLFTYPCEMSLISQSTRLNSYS
TRHR ag = qHTS for Small Molecule Agonists and Allosteric Enhancers of Human TRH Receptor: Primary Screen for Agonists; Thyrotropin-releasing hormone receptor (Homo sapiens), P34981; TRHR cells, calcium flux fluo-8, FDSS agonist mode; activation, % at 2 µM; actives 0.18% (n = 360,000); also: 0% is about no effect
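Read-out: compound-evoked intracellular calcium rise in TRHR cells, fluo-8 dye, kinetic FDSS fluorescence at 1 s/cycle following a 10-cycle baseline. Cells cultured overnight before dye loading (30 min–1.5 h, RT).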
D1 antagonist = Antagonist of Human D 1 Dopamine Receptor: qHTS. activity change, negative = inhibition, % at 10 µM. HEK293 TREx D1 cells, calcium flux, dopamine EC80; stronger effect = lower value. AID 504652, 2011. actives 3.2% (n = 360,000); in the data active = activity change below about -30%; also: % is scaled to controls: 0 for no effect and ±100 for the full control effect
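Compound effects on dopamine-evoked calcium signalling were measured in tetracycline-induced HEK293 Trex D1 cells. Dopamine at EC80 followed a 180 s compound pre-read, and fluorescence was tracked kinetically for 180 s more.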
D2 agonist = HTS Assay for Allosteric Agonists of the Human D2 Dopamine Receptor: Primary Screen for Agonists; D(2) dopamine receptor (Homo sapiens), P14416; HEK293 T-REx D2 cells, calcium flux agonist mode; activation, % at 2 µM; actives 0.53% (n = 340,000); AID 485358, 2010;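 active = activation over 3 SD above normal in the single-dose calcium agonist read, cut at about 30% in these data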; also: 0% is about no effect
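In this primary screen, compounds producing a positive calcium signal within 180 s of addition to tetracycline-induced, force-coupled HEK293 Trex D2 cells are flagged; cells are dye-loaded with a no-wash calcium kit beforehand.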
D2 potentiator = HTS Assay for Positive Allosteric Modulators of the Human D2 Dopamine Receptor: Primary Screen for Potentiators; D(2) dopamine receptor (Homo sapiens), P14416; HEK293 T-REx D2, calcium flux, EC20 dopamine potentiation; potentiation, % at 10 µM; actives 0.34% (n = 340,000); AID 485347, 2010;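 active = potentiation over 3 SD above the plate norm, cut at about 30% in these data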; also: 0% is about no effect
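Using a no-wash calcium dye in inducible, force-coupled HEK293 Trex cells expressing D2, we tracked fluorescence each second for 180 s after compound, then for 180 s after EC20 dopamine to detect augmented signalling.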
D1 ag = Allosteric Agonists of the Human D1 Dopamine Receptor: qHTS | D(1A) dopamine receptor (Homo sapiens), P21728 | HEK293 T-REx D1 cells, calcium flux, agonist mode | activation, % at 2 µM | actives 1% (n = 360,000); also: 0% is about no effect
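Tetracycline-induced HEK293 TREx D1 cells, force-coupled to calcium signalling, were dye-loaded with a no-wash calcium kit. Compound was pin-added after a 10 s baseline. Fluorescence was read kinetically at 1 cycle/s for 180 s, with calcium rises flagged as agonism.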
* marks the source's active call; other numbers are inactive results; ? = inconclusive; . = not tested or not shown. Rule as the data show it, unless noted: active = activation above about 30%; inactive = the rest.

SMILES	D2 antagonist	D1 PAM	TRHR PAM	RXFP1 antagonist	TRHR ag	D1 antagonist	D2 agonist	D2 potentiator	D1 ag
FC(F)(F)c1nnc2ccc(N3CCCCCC3)nn12	6	1	-4	12	-0.2	-1	-0.5	-2	7
CN(Cc1ccccc1)S(=O)(=O)c1cccc2nsnc12	8	-2	2	-9	-1.2	-1	-0.7	2	1
COc1ccc(CC(=O)N(Cc2nc(-c3ccc(C)cc3)no2)C(C)C)cc1	.	-5	0	.	0.2	-23	-0.6	-1	6
CCCCCC1(C(=O)OCC)CC(CSC(=N)N)OC1=O (centres undefined)	-3	-3	2	-11	-0.3	10	-0.9	-2	2
Cc1ccc(C(OC(=O)c2ccco2)C(=O)NC(C)(C)C)cc1 (centres undefined)	-8	-11	0	3	-0.9	-44*	-2.0	9	-3
Cc1ccc(NC2=C(Cl)C(=O)OC2OC(=O)c2ccccc2)c(C)c1 (centres undefined)	1	-2	-2	-8	-0.4	-51*	-0.7	4	9
Cc1cccc2[nH]c3c(N4CCC5(CC4)OCCO5)ncnc3c12	-8	-10	5	-7	-0.7	-17	-0.3	-1	6
Cc1cccc(C(=O)O/N=C/c2ccc(Br)cc2)c1	-6	-2	6	-23	1.0	-18	0.5	.	3
CCOCCCNC(=O)c1ccc(N2CC3CC(C2)c2cccc(=O)n2C3)c(NC(=O)Nc2cccc(OC)c2)c1 (centres undefined)	7	1	5	6	-0.9	14	0.3	0	0
O=C(Cn1nnc2c(cnn2-c2ccccc2)c1=O)NCc1cccs1	2	-5	2	-4	0.2	-28	0.1	3	5
COC(=O)[C@@H](NC(=O)NC1CCN(Cc2ccccc2)CC1)C(C)C	-20	-2	1	-18	-0.9	-17	-0.2	17	7
N/C(=N\OC(=O)COc1ccc(Cl)cc1Cl)c1ccccn1	10	0	6	3	-0.6	3	-1.6	-8	2
Cc1ccc(-n2c(SCC(=O)N3CCOCC3)nnc2-c2cccnc2)cc1	9	4	6	2	-1.1	1	0.8	19	1
COc1ccc(CN2CCC(n3nccc3NC(=O)CCc3ccccc3)CC2)c(C)c1C	-4	-5	0	5	-0.9	-10	-0.4	-3	16
COc1cc(-c2cc(OC)c3c(C)oc(C)c3c(=O)c2)ccc1OC(=O)c1cccc(C)c1	.	1	5	?	0.8	17	.	14	4
COc1ccc(NC(=S)Nc2cc(C)cc(C)n2)cc1OC	-13	5	13	-1	-0.2	8	0.7	12	3
COc1cc(/C=C2\C(=O)N(CCC#N)N=C2C)c(Br)cc1OC(C)C	4	-3	-6	-2	0.9	-3	1.4	-2	0
COc1ccc(NC(=O)Cn2c(CCC(=O)O)ccc2-c2ccc(C)cc2)cc1	-8	1	-8	4	-0.3	-5	1.7	5	4
Cc1cc(C)n2c(Nc3ccc(C(C)C)cc3)c(-c3ccsc3)nc2n1	.	12	-2	-15	1.5	12	1.2	9	2
COc1ccccc1NCN1C(=O)CCC1=O	-29	2	7	.	0.6	3	-1.0	8	3
CCOC(=O)c1cc(S(=O)(=O)N2CCN(c3ccc(F)cc3)CC2)[nH]n1	.	-2	-3	-20	-0.6	-1	0.8	-2	9
CSc1ccccc1NC(=O)c1csc(C)c1	-18	2	0	5	-1.5	4	-1.4	-5	4
CCCCOc1ccc(CNC(=O)CN2CCSc3ccccc32)cc1	.	1	-2	.	0.0	-12	-0.4	-2	5
Cc1cccc(-n2c(=O)c3c(c4cc(C)ccc4n3C)n(CC(=O)Nc3ccc(C)cc3C)c2=O)c1	.	-3	-2	.	0.0	8	0.9	2	1

Another view of some results above:
structure: COc1ccc(NC(=S)Nc2cc(C)cc(C)n2)cc1OC
  D2 antagonist = -13
  D1 PAM = 5
  TRHR PAM = 13
  RXFP1 antagonist = -1
  TRHR ag = -0.2
  D1 antagonist = 8
  D2 agonist = 0.7
  D2 potentiator = 12
  D1 ag = 3

structure: COc1cc(/C=C2\C(=O)N(CCC#N)N=C2C)c(Br)cc1OC(C)C
  D2 antagonist = 4
  D1 PAM = -3
  TRHR PAM = -6
  RXFP1 antagonist = -2
  TRHR ag = 0.9
  D1 antagonist = -3
  D2 agonist = 1.4
  D2 potentiator = -2
  D1 ag = 0

structure: COc1ccc(NC(=O)Cn2c(CCC(=O)O)ccc2-c2ccc(C)cc2)cc1
  D2 antagonist = -8
  D1 PAM = 1
  TRHR PAM = -8
  RXFP1 antagonist = 4
  TRHR ag = -0.3
  D1 antagonist = -5
  D2 agonist = 1.7
  D2 potentiator = 5
  D1 ag = 4

structure: Cc1cc(C)n2c(Nc3ccc(C(C)C)cc3)c(-c3ccsc3)nc2n1
  D2 antagonist = .
  D1 PAM = 12
  TRHR PAM = -2
  RXFP1 antagonist = -15
  TRHR ag = 1.5
  D1 antagonist = 12
  D2 agonist = 1.2
  D2 potentiator = 9
  D1 ag = 2

Later entries:
SMILES	D2 antagonist	D1 PAM	TRHR PAM	RXFP1 antagonist	TRHR ag	D1 antagonist	D2 agonist	D2 potentiator	D1 ag
COc1ccccc1N1CCN(C(=O)C2CCN(S(=O)(=O)Cc3ccccc3)CC2)CC1	.	-1	-2	-6	-0.5	5	-1.1	-5	0
C/C=C/c1ccc(OCC(O)CN2CCCCC2CC)c(OC)c1 (centres undefined)	-7	-7	13	-30	0.1	-30	0.1	1	-2
COc1ccc(/C=N/NC(=O)c2ccn[nH]2)cc1CSc1ccccn1	-6	-5	-5	5	-0.6	11	-0.3	13	3
COc1ccc(C2(CNC(=O)CCC(=O)O)CCCC2)cc1OC	9	-1	2	-3	0.1	-9	-0.2	6	2
Cc1cccc(OCC(=O)Nc2cccc(-c3nc4ccccc4s3)c2)c1	.	-3	0	-6	2.1	0	0.1	1	6
Cc1cccn2cc(CCNS(=O)(=O)c3ccc4c(c3)OCCO4)nc12	1	-12	-10	6	-0.2	-6	2.0	-3	4
CCOC(=O)N1CCC(NCCNC(=O)c2ccc(Cl)cc2)CC1	59*	-1	1	-9	-0.7	-1	0.2	-26	1
Cc1cccc(OCC(=O)Nc2nnn(C)n2)c1C	.	-3	-1	1	0.0	4	.	.	3
CCC1Oc2ccc(Cl)cc2N(CC(=O)O)C1=O (centres undefined)	0	2	1	6	-0.8	-16	-0.6	15	0
Cc1ccccc1NC(=O)Nc1nnc(N(C)Cc2ccccc2)s1	.	-2	0	-26	-1.0	10	-1.0	-3	0
COCCNC(=O)c1ccc2c(c1)C(=O)c1ccccc1-2	6	5	3	16	0.0	2	-2.0	12	2
Cc1[nH]c2ccc(F)cc2c1CCNC(=O)C1CCCCC1C(=O)OCC(F)(F)F (centres undefined)	-2	0	-1	-9	0.3	-18	0.4	14	0
CC(C)CN(C(=O)CSc1nnc(-c2ccco2)o1)c1c(N)n(Cc2ccccc2)c(=O)[nH]c1=O	-13	-6	12	5	-0.7	-38*	-0.3	11	0
Cc1ccccc1NC(=O)C(Cc1ccccc1)n1cccc1 (centres undefined)	0	2	-2	-10	-0.7	-4	-0.5	6	2
Cc1cccc(NC(=O)CSc2ccc(C(N)=O)cc2[N+](=O)[O-])c1C	7	5	-9	-3	0.7	12	-0.2	0	1
O=C(O)Cn1nc(N2CCN(c3ccccc3)CC2)ccc1=O	.	4	2	.	0.4	1	0.2	2	-1
CCc1ccccc1NC(=O)Cn1c(=O)n(CCCCCC(=O)NCc2ccc(C)cc2)c(=O)c2sccc21	.	1	-3	0	-0.7	-1	0.2	8	5
Cc1ccc(-n2nc(CO)c(C(=O)NCCc3ccccc3)n2)cc1	.	-1	-1	-20	-2.2	-3	-0.5	13	3
CCOc1ccc(N(CC(=O)NCc2ccccc2C)S(C)(=O)=O)cc1	-1	-4	-1	-2	0.4	-11	0.8	12	2
COC(=O)CN=C1OC(=O)N2C(=O)C3=C4[C@@H](C[C@H]5C(=O)N(c6ccccc6)C(=O)[C@H]5[C@H]4[C@@]12Cc1ccccc1)[C@H]1C(=O)N(c2ccccc2)C(=O)[C@H]1[C@H]3C	.	0	-5	.	0.9	-5	.	.	3
CCN1CCN(C(=O)c2c(C)nn(-c3ccc(F)cc3)c2-n2cccc2)CC1	.	-1	-4	.	0.8	-11	0.4	-18	1
S=C(NCCc1ccccn1)Nc1ccccc1Cl	-4	-7	-4	3	1.0	-2	0.0	-5	1
Cc1ccc(N(CC(=O)NC2CC3CCC2C3)S(C)(=O)=O)cc1C (centres undefined)	-15	-5	-8	-7	-1.3	-10	-2.1	-7	0
Cc1ccc(C2CC2/C(=N/O)c2ccc(F)cc2)cc1 (centres undefined)	34*	-3	-19	-5	1.0	-22	0.2	-7	1

In the list so far, these have two or more sulfur atoms:
SMILES	D2 antagonist	D1 PAM	TRHR PAM	RXFP1 antagonist	TRHR ag	D1 antagonist	D2 agonist	D2 potentiator	D1 ag
CN(Cc1ccccc1)S(=O)(=O)c1cccc2nsnc12	8	-2	2	-9	-1.2	-1	-0.7	2	1
CSc1ccccc1NC(=O)c1csc(C)c1	-18	2	0	5	-1.5	4	-1.4	-5	4

Other entries follow.
SMILES	D2 antagonist	D1 PAM	TRHR PAM	RXFP1 antagonist	TRHR ag	D1 antagonist	D2 agonist	D2 potentiator	D1 ag
CCc1ccc(CNC(=O)CN2C(=O)COc3ccccc32)cc1	2	4	4	-21	-0.1	3	0.3	2	6
CC(NCC1COc2ccccc2O1)C(=O)NCc1ccccc1 (centres undefined)	5	-4	-3	-20	-1.8	-10	0.1	-17	0
Cc1ccc(NC(=O)CN2C(=O)C3CCCCN3C(=O)c3ccccc32)cc1 (centres undefined)	-4	-6	3	3	0.5	-10	0.6	8	2
O=C(CN1CCOCC1)Nc1cccc(C(=O)Nc2cccc(C(F)(F)F)c2)c1	18	-7	5	-16	2.5	-3	0.9	7	7
O=C(NNC(=O)[C@H]1CC=CC[C@H]1C(=O)O)c1ccc(Cl)cc1Cl	-12	-3	-1	-4	-0.1	-11	0.2	-9	6
